RGS4 inhibitor = blocks human RGS4-accelerated GTP hydrolysis; P49798; Potency, µM (top dose mostly 114 µM), for inactives: at the highest dose activity change, negative = inhibition, hits mostly inhibitors; Transcreener GDP fluorescence polarization, RGS4-accelerated GTP hydrolysis; 0.039% of 390,000 active; note: potency is the fitted concentration of half-maximal effect; % is set by controls: 0 for no effect and ±100 for the full control effect; nearly all actives have a fitted effect of over 75% in size; some results filed as inactive show a strong effect at the top dose
Target sequence (P49798 whole entry, looked up): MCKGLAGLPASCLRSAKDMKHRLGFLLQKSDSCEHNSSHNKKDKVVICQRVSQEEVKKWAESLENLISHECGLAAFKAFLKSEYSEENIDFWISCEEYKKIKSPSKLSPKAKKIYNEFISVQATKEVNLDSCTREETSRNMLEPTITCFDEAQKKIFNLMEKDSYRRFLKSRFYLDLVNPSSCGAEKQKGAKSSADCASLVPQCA
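MLSMR compounds (23 nl, pin-transferred) preincubated 10 min at room temperature with a 500nM (2x) first reagent, then RGS4 at 900nM (2x) plus Transcreener GDP mix added; fluorescence polarization (620/688 nm) read before and after 90 min at 30 °C.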
G9a inh = blocks human histone lysine methyltransferase G9a; G9a H3K9 monomethylation, AlphaScreen, 2 h; Q96KQ7; AID 504332; Potency, µM (top dose mostly 102 µM), for the others: at the highest dose activity, negative = inhibition, most hits filed as inhibitors; 8.8% of 350,000 active; note: potency is the fitted concentration of half-maximal effect; % is set by controls: 0 for no effect and ±100 for the full control effect; nearly all actives have a fitted effect of over 75% in size
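Enzyme 20 nM + cpd, 15 min RT; add b-H3K9 pep 500 nM / SAM 20 uM; 2 h RT; anti-H3K9me1 Ab 0.5 ug/mL + SA donor / anti-rabbit acceptor beads 20 ug/mL each, 10 min; AlphaScreen read.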
HP1b chromo inh = inhibitors of HP1-beta chromodomain binding to methylated histone tails. 0.56% of 390,000 active. Potency, µM (top dose mostly 114 µM), without a hit: top-dose activity change, negative = inhibition, actives largely listed as inhibitors. AlphaScreen HP1-beta / biotin-H3K9me3 peptide binding. AID 540317; note: potency is the fitted concentration of half-maximal effect; nearly all actives have a fitted effect of over 70% in size; inactives centre near 23
Target sequence (P83916 whole entry, looked up): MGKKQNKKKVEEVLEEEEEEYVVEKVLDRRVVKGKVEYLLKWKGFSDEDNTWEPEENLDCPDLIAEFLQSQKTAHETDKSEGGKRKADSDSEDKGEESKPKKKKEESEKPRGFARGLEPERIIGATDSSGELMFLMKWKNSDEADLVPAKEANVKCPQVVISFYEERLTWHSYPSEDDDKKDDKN
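Compound inhibition of the preformed complex between 50 nM HP1-beta and 50 nM biotinylated H3K9me3 peptide was read by AlphaScreen. Buffer was PBS pH 7.4 with 0.01% Tween-20. Incubations ran 30 min at room temperature, with 10 ug/mL donor/acceptor beads.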
BAZ2B inh = blocks human BAZ2B. Q9UIF8. AlphaScreen BAZ2B-H3K14Ac peptide displacement. Potency, µM (series often up to 114 µM), without a hit: top-dose activity change, negative = inhibition, usual class: inhibitors. 4.4% of 360,000 active; note: potency is the fitted concentration of half-maximal effect; % is set by controls: 0 for no effect and ±100 for the full control effect; nearly all actives have a fitted effect of over 60% in size
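AlphaScreen luminescence quantifies BAZ2B engagement of H3K14Ac peptide; the protein and biotinylated peptide are both at 50 nM final, buffer PBS pH 7.4 with 0.01% Tween-20, all steps at room temperature.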
ERG Ets-DNA blk = blocks human ERG Ets domain binding to DNA; P11308; fluorescence polarization, His-ERG Ets domain / labelled DNA; Potency, µM (top dose mostly 76.9 µM), inactives show at the highest dose FP activity, negative = inhibition, most hits filed as inhibitors; 0.028% of 370,000 active; AID 624246; active = well fitted inhibition curve with a large enough effect in the polarisation, with a control signal flat; inconclusive = small, poorly fitted or top-dose-only effect, or effect the other way, or a change in a side signal; inactive = no such curve, though single readings can be large or run the other way; the % refers to the polarisation;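 note: polarization taken with two DNA probes labelled with fluorescein and Texas red; potency is the fitted concentration of half-maximal effect; % of control where 0% means no effect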
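His-tagged ERG Ets domain (1 uM in the protein solution; 300mM KCl, 50mM Tris-HCl, 1mM EDTA, 1mM DTT, pH 7.5) received compound, then a probe mix of 5 nM fluorescein-DNA and 100nM Texas-615-DNA. Fluorescence polarization was read for both dyes.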
JMJD2A Tudor = JMJD2A Tudor domain (human) inhibition; O75164; AlphaScreen JMJD2A-Tudor / H3K4me3 peptide binding; Potency, µM (doses to about 114 µM), for inactives: at the highest dose activity change, negative = inhibition, most hits filed as inhibitors; 4.4% of 390,000 active; AID 504339; note: potency is the fitted concentration of half-maximal effect; % is set by controls: 0 for no effect and ±100 for the full control effect; nearly all actives have a fitted effect of over 50% in size
ALOX12 inh = inhibitors of human 12S-lipoxygenase ALOX12 | purified 12hLO, xylenol orange hydroperoxide absorbance | Potency, µM (highest dose often 108 µM), inactives show top-dose activity change, negative = inhibition, actives largely listed as inhibitors | 1.1% of 580,000 active | AID 1671190; note: potency is the fitted concentration of half-maximal effect; % is set by controls: 0 for no effect and ±100 for the full control effect
Target sequence (P18054 whole entry, looked up): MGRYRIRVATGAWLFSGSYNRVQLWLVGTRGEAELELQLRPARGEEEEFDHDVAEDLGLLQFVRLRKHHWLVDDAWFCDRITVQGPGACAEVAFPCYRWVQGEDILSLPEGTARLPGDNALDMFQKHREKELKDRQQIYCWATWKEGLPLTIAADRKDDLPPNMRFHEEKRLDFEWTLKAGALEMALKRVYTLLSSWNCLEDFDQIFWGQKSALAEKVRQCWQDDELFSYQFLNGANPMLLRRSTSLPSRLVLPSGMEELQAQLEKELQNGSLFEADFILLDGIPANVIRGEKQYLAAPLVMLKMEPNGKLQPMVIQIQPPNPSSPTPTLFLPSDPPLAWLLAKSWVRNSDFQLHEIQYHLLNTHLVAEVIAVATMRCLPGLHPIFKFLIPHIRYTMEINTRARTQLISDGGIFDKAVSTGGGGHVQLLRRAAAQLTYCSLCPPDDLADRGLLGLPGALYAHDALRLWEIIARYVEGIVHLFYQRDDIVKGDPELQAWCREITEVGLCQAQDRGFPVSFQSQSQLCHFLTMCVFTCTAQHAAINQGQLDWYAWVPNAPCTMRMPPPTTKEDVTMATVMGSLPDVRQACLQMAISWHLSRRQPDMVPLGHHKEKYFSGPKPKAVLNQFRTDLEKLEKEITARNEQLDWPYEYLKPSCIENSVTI
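Purified human 12hLO (150 nM final) in 25 mM Hepes, 0.01% Triton X-100, pH 7.0 was preincubated 15 min at room temperature with compound. Then 40 uM arachidonic acid was added, 30 min. Hydroperoxide was read by Fe-XO absorbance ratio 573/405 nm.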
GLS inh = inhibitors of human glutaminase (GLS). GLS enzymatic activity, qHTS titration. Potency, µM (titrated, usually from 45.5 µM), without a hit: top-dose activity change, negative = inhibition, most hits filed as inhibitors. 0.21% of 410,000 active. AID 624170; note: potency is the fitted concentration of half-maximal effect; % is set by controls: 0 for no effect and ±100 for the full control effect
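Enzyme dispensed in phosphate buffer (45 mM, pH 8.2, 0.02% Tween-20), compounds pinned in, then 1 mM L-glutamine solution and the glutamate oxidase–HRP–Amplex Red mix added; fluorescence read immediately and again after 30 min at room temperature.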
PI4K2A inh = blocks human PI4K2A kinase activity. Q9BTU6. purified PI4K2A, ADP-Glo luminescence, 1 h; active compounds read low. activity change, negative = inhibition, % at 76.9 µM. 0.13% of 420,000 active; in the data active = activity change below about -50%; inconclusive = mostly about -30% to -49%;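 note: -100% = wells without enzyme as full effect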
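Compounds are screened against recombinant PI4K2A using PI as substrate and ATP, the latter dispensed at 300 microM. Reactions run one hour at ambient temperature before ADP-Glo detection; full inhibition defined by wells lacking enzyme.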
An asterisk follows results filed as active; u = inconclusive; x = no result given; [ ] = remark or other dose. Unless noted, calls come from the whole dose curve; as a rule, active = well fitted curve in the direction sought with a large enough effect; inconclusive = small, poorly fitted or top-dose-only effect, or another doubt; inactive = no such curve, though single readings can be large; an effect the other way counts as inactive or inconclusive. A portion of the library. The share of hits here may be higher or lower than overall.

RGS4 inhibitor	G9a inh	HP1b chromo inh	BAZ2B inh	ERG Ets-DNA blk	smiles	JMJD2A Tudor	ALOX12 inh	GLS inh	PI4K2A inh
-35%	9%[59 µM]	23%	-4%	0%	COc1ccc(NS(=O)(=O)c2cc(NC(=O)c3cnc(C)cn3)ccc2N2CCCCC2)cc1	-14%	u	11%	0
-2%	0%[59 µM]	1%	-13%	4%	CC(=O)Nc1ccc(S(=O)(=O)NC2(C(F)(F)F)C(=O)Nc3c2c(=O)[nH]c(=O)n3-c2ccc(C)c(C)c2)cc1 (stereo unspecified)	-16%	u	-4%	-4
-1%	8%	39%	12%	10%	Cc1cccc(CSC2=NCCN2C(=O)C2CC2)c1	14%	5%	-1%	0
-27%	9%[12.7 µM]	41%[activator]	79µM*	-14%	Cc1nnc(NC2=NCCC2)o1	1%	5%	-12%	-2
10%	-5%	27%	-3%	-2%	CC(=O)N1CCc2cc(S(=O)(=O)N3CC(C)CC(C)C3)ccc21 (stereo unspecified)	-1%	14%	4%	1
13%[56.9 µM]	6%[59 µM]	26%	3%	-1%	O=C(NC1CCCC1)c1ccc(S(=O)(=O)N2CCOCC2)cc1	-13%[57.1 µM]	-23%	4%	-4
-15%	12%	4%	3%	6%	CCOc1ccc(Br)cc1C(=O)Nc1ccc(C(=O)NCC(C)C)cc1	-5%	-26%	10%	2
16%	-2%[59 µM]	6%	-6%	-1%	O=C(c1ccc2c(c1)N(Cc1cccc(Cl)c1)C(=O)c1ccccc1S2=O)N1CCN(c2cccc(C(F)(F)F)c2)CC1 (stereo unspecified)	-9%	-23%	0%	9
-7%	x	26%	x	7%	C[C@H]1CN([C@@H](C)CO)C(=O)Cc2cc(NC(=O)Cc3ccccc3)ccc2O[C@H]1CN(C)C(=O)Nc1cccc2ccccc12	-24%	-1%	11%	-1
27%	23%[59 µM]	22%	-4%	9%	Nc1nonc1-n1nnc(C(=O)N/N=C/C=C/c2ccccc2)c1CSC1=NCCS1	-22%	492%[activator]	5%	1

Other records follow:
RGS4 inhibitor	G9a inh	HP1b chromo inh	BAZ2B inh	ERG Ets-DNA blk	smiles	JMJD2A Tudor	ALOX12 inh	GLS inh	PI4K2A inh
3%	27%	10%	1%	5%	COC(=O)N1CC(C)N(C(=O)OC)CC1C (stereo unspecified)	-10%	93%[activator]	11%	-15
14%	-3%	18%	-1%	-6%	COc1ccc(-n2nnnc2CNC(=O)c2ccc3ccccc3c2)cc1	-18%	u	9%	-2
17%	x	5%	1%	-12%	Cn1cc(S(=O)(=O)NC2CCCCCC2)c(=O)n(C)c1=O	-2%	-27%	19%	-1
20%	7%[59 µM]	7%	6%	-2%	O=c1oc2ccccc2c2nccnc12	3%	24%	14%	2
-1%	51%[59 µM]	37%	5%	17%	Cc1ccc(NC(=O)CNCc2ccccc2)c(Br)c1	-12%	2%	-1%	4
4%	12%[59 µM]	31%[activator]	4%	5%	COc1ccc(S(=O)(=O)Nc2nc3n(n2)C(c2ccc(Cl)cc2)CC(=O)N3)cc1 (stereo unspecified)	-10%	11%	11%	-5
42%	80%[activator]	43%[activator]	4%	0%	CC(=O)c1cccc(OCc2cc(C(=O)N(C)CCc3ccccn3)no2)c1	-14%	u	8%	5
35%	3%[2.33 µM]	20%	5%	-4%	COc1ccccc1CNC(=O)c1cc(C(C)=O)c[nH]1	-14%	75%[activator]	1%	3
-4%	-39%[59 µM]	35%	3%	-4%	Cc1ccc(S(=O)(=O)N2CCN(C(=O)CSc3ncc(C(F)(F)F)cc3Cl)CC2)cc1	-6%	0%	9%	0
-8%	u	33%	2%	x	O=C1CNC(=O)/C1=C\N1CCCCC1	-9%	3%	-10%	-6

Next results follow.
RGS4 inhibitor	G9a inh	HP1b chromo inh	BAZ2B inh	ERG Ets-DNA blk	smiles	JMJD2A Tudor	ALOX12 inh	GLS inh	PI4K2A inh
18%[11.4 µM]	-9%[59 µM]	53%[activator]	3%	-11%	CC(NC(=O)c1cccnc1)C(=O)N1CCCCC1 (stereo unspecified)	-7%[11.4 µM]	65%[activator]	-31%	-5
7%	137%[activator]	108%[activator]	31%	-10%	COc1cc(OC)nc(Oc2ccccc2C(=O)Oc2ccc(Cl)cc2)n1	44%[activator]	-5%	0%	1
-24%	16%[12.7 µM]	32%	7%	-7%	CCC(C)c1ccc(NC(=O)C2CC2)cc1 (stereo unspecified)	-2%	2%	-9%	0
24%	25%[59 µM]	19%	-1%	3%	O=C(Nc1ccc(-c2nc3cc(Cl)ccc3o2)cc1)C1CCCO1 (stereo unspecified)	-24%	-7%	-2%	4
-8%	9%[0.501 µM]	22%	-9%	5%	CN(Cc1ccccc1)C(=O)c1[nH]cnc1C(=O)Nc1ccon1	-13%	-1%	-1%	-3
-19%	6%[59 µM]	39%	-29%	6%	O=C(Cn1c(C(=O)NCCCN2CCOCC2)cc2sccc21)c1ccccc1	-20%	-27%	-9%	3
5%	5%[12.7 µM]	65%[activator]	6%	0%	CCc1nc(-c2ccccc2O)n(-c2ccccc2)n1	10%	0%	0%	8
-31%	-30%[59 µM]	34%	x	14%	CCOC(=O)c1ccc(N2C(=O)c3n[nH]c(-c4cccs4)c3C2c2ccc(OCC)cc2)cc1 (stereo unspecified)	-26%	-18%	2%	-3
-1%	0%[59 µM]	16%	-15%	10%	Cc1coc2c(C)c3oc(=O)c(CCC(=O)N4CCCCC4)c(C)c3cc12	-26%	-17%	5%	-4
0%	21%[12.7 µM]	1%	-1%	-2%	CC(=O)c1cc2c(cc1NS(=O)(=O)c1ccc(C)cc1)OCO2	-12%	-13%	0%	3

Additional results follow.
RGS4 inhibitor	G9a inh	HP1b chromo inh	BAZ2B inh	ERG Ets-DNA blk	smiles	JMJD2A Tudor	ALOX12 inh	GLS inh	PI4K2A inh
21%[11.4 µM]	u	50µM*	40µM*	6%	Cc1ccc(NC(=O)CN2C(=O)S/C(=C\c3cccn3-c3cccc(C(=O)O)c3)C2=O)c(C)c1	22µM*	x	u	-8
-14%	u	46%[activator]	11%	-9%	COc1ccc(CC(=O)NCc2ccc(Cl)cc2)cc1S(=O)(=O)N1CCOCC1	-9%	-5%	-9%	0
-6%	12%[59 µM]	10%	-8%	-7%	COCC(C)NC(=O)COc1nncc2ccccc12 (stereo unspecified)	-16%	127%[activator]	1%	3
2%	6%	43%[activator]	-2%	2%	Cc1cc(-c2nnc(SCC(=O)Nc3ccc(C(F)(F)F)cc3)n2C)no1	-3%	213%[activator]	-3%	2
u	16%[0.501 µM]	-21%	-35%	-5%	Cc1ccc2oc(C(=O)N3CCN(c4cccc(C)n4)CC3)c(C)c2c1	u	2%	-9%	0
20%	-28%	10%	-23%	-11%	O=C(c1ccc(CNc2c(N3CCCC3)c(=O)c2=O)cc1)N1CC=C(c2ccccc2)CC1	-28%	-15%	18%	-3
-14%	-9%	22%	-23%	-11%	COCCNC(=O)C(c1cccs1)N(C(=O)Cn1nnc2ccccc21)c1cccc(C(C)=O)c1 (stereo unspecified)	-4%	0%	1%	13

In the list so far, these have a halogen.
RGS4 inhibitor	G9a inh	HP1b chromo inh	BAZ2B inh	ERG Ets-DNA blk	smiles	JMJD2A Tudor	ALOX12 inh	GLS inh	PI4K2A inh
-2%	0%[59 µM]	1%	-13%	4%	CC(=O)Nc1ccc(S(=O)(=O)NC2(C(F)(F)F)C(=O)Nc3c2c(=O)[nH]c(=O)n3-c2ccc(C)c(C)c2)cc1 (stereo unspecified)	-16%	u	-4%	-4
-15%	12%	4%	3%	6%	CCOc1ccc(Br)cc1C(=O)Nc1ccc(C(=O)NCC(C)C)cc1	-5%	-26%	10%	2
16%	-2%[59 µM]	6%	-6%	-1%	O=C(c1ccc2c(c1)N(Cc1cccc(Cl)c1)C(=O)c1ccccc1S2=O)N1CCN(c2cccc(C(F)(F)F)c2)CC1 (stereo unspecified)	-9%	-23%	0%	9
-1%	51%[59 µM]	37%	5%	17%	Cc1ccc(NC(=O)CNCc2ccccc2)c(Br)c1	-12%	2%	-1%	4
4%	12%[59 µM]	31%[activator]	4%	5%	COc1ccc(S(=O)(=O)Nc2nc3n(n2)C(c2ccc(Cl)cc2)CC(=O)N3)cc1 (stereo unspecified)	-10%	11%	11%	-5
-4%	-39%[59 µM]	35%	3%	-4%	Cc1ccc(S(=O)(=O)N2CCN(C(=O)CSc3ncc(C(F)(F)F)cc3Cl)CC2)cc1	-6%	0%	9%	0
7%	137%[activator]	108%[activator]	31%	-10%	COc1cc(OC)nc(Oc2ccccc2C(=O)Oc2ccc(Cl)cc2)n1	44%[activator]	-5%	0%	1
24%	25%[59 µM]	19%	-1%	3%	O=C(Nc1ccc(-c2nc3cc(Cl)ccc3o2)cc1)C1CCCO1 (stereo unspecified)	-24%	-7%	-2%	4
-14%	u	46%[activator]	11%	-9%	COc1ccc(CC(=O)NCc2ccc(Cl)cc2)cc1S(=O)(=O)N1CCOCC1	-9%	-5%	-9%	0
2%	6%	43%[activator]	-2%	2%	Cc1cc(-c2nnc(SCC(=O)Nc3ccc(C(F)(F)F)cc3)n2C)no1	-3%	213%[activator]	-3%	2
